Screening results deposited in PubChem BioAssay by several laboratories.
ABCG2 block – inhibitors of human ABCG2 transporter, ABCB1 counter-screen. actives 0.1% (n = 190,000). IgMXP3 cells, JC-1 efflux, flow cytometry. AID 1325. Q9UNQ0. inhibition, % at 6.6 µM;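 active = inhibition above 80%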;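 also: 0% = DMSO and 100% = nicardipine control wells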
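material = IgMXP3 (ABCG2) plus far-red-tagged CCRF-Adr (ABCB1) cells | amount = 3 million cells/mL, equal mix of both lines | also added = JC-1 transporter substrate | dosing = one concentration, 6.6 µM final | schedule = 10 min at 25 °C | measured by = flow cytometric JC-1 green MFI at 530 nm | read-out basis = percent efflux inhibition, scaled nicardipine 100% to DMSO 0%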
Rac1 mut GTP – alters GTP binding to activated mutant human Rac1; GST-Rac1 activated beads, fluorescent GTP binding, flow cytometry; actives lie on both sides; 100% means binding = to untreated wells; percent activity (GTP binding), % at 10 µM; actives 0.11% (n = 190,000);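 active = GTP binding at least 20 percentage points away from the 100% baseline, in either direction, so actives lie on both sides; inconclusive = Compound likely fluorescent itself, or too few beads counted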
Avidin bead fluor – compound fluoresces at 488/530 nm on avidin beads | actives 0.38% (n = 220,000) | fluorescence (KMESF) at 10 µM | AID 1775 | compound fluorescence 488/530 nm, flow cytometry; hits give high values; in the data active = fluorescence above about 47; also: inactives centre near 10
HRas wt GTP bind – human HRas wildtype GTP binding, change in either direction. AID 759. GTP binding activity, % at 10 µM. P01112. actives 0.14% (n = 190,000). GST-Ras wt beads, Bodipy-FL-GTP binding, flow cytometry; actives lie on both sides;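 active = GTP binding activity at least 20% away from the 100% baseline, either lowered as inhibitor or raised as activator; inconclusive = flagged as likely green fluorescent, judged across all proteins in the well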;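 also: 0% = unlabeled GTP competition control and 100% = no-compound control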
ABCB1 inh – human ABCB1 inhibition, ABCG2 as counter-screen; CCRF-Adr cells, JC-1 efflux, flow cytometry; inhibition, % at 6.6 µM; actives 0.067% (n = 190,000); AID 1326; in the data active = inhibition above about 40%;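 also: 0% = vehicle and 100% = reference inhibitor; higher value means more JC-1 retained so stronger ABCB1 efflux block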
Target sequence (P08183 whole entry, looked up): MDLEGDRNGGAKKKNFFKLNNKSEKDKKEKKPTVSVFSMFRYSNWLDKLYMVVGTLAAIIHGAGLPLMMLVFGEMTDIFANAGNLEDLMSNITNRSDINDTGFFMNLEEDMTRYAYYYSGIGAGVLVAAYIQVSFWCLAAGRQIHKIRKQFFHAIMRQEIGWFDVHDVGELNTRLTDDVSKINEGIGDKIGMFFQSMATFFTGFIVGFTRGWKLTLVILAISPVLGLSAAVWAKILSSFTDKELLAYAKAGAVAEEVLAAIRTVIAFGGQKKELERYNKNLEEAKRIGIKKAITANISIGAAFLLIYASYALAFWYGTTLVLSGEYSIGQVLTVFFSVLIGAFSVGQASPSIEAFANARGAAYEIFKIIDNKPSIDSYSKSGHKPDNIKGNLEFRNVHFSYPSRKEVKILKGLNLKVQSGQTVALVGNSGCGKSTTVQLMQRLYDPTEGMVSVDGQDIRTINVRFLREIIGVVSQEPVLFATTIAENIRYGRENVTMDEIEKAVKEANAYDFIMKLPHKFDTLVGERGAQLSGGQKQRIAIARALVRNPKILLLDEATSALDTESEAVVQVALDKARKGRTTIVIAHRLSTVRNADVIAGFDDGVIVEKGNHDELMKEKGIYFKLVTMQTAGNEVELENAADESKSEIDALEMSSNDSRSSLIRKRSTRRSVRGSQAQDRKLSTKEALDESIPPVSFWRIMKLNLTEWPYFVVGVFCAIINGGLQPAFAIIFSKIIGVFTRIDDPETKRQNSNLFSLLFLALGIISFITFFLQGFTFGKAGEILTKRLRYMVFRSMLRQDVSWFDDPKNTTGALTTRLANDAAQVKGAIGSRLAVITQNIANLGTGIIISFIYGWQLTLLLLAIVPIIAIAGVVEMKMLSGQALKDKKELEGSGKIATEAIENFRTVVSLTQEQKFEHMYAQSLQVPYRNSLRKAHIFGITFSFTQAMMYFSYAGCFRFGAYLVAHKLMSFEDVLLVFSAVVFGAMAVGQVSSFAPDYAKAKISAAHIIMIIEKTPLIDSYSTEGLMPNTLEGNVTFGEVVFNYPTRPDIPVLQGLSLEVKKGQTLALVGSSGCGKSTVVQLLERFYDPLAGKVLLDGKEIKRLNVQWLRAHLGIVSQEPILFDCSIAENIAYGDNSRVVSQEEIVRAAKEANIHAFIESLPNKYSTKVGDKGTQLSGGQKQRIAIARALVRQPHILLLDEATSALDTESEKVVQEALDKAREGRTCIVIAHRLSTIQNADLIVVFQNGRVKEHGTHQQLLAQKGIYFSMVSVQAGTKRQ
Cdc42 wt GTP – changes GTP binding to wildtype human Cdc42. P60953. GST-Cdc42 beads, Bodipy-GTP binding, flow cytometry; actives lie on both sides. percent activity (GTP binding), % at 10 µM. actives 0.2% (n = 190,000). AID 761;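 active = percent activity GTP binding at least 20 points away from the 100% baseline, either down as inhibitor or up as activator; inconclusive = compound flagged as likely green fluorescent from well-wide comparison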;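 also: median bead fluorescence of bound Bodipy-FL-GTP at 100 nM; 0% = excess unlabeled GTP control and 100% = no compound control; below 100% means less GTP binding so inhibitor and above means activator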
Mcl1-Noxa inh – Mcl-1/Noxa interaction inhibition; TR-FRET Mcl-1/Noxa peptide binding, 2 h; inhibition, % at 21.7 µM; actives 1.5% (n = 220,000); AID 1022;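 active = compounds that cut the protein-peptide binding signal by more than 50% relative to plate controls in a single-dose test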;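 also: His-tagged Mcl-1 with rhodamine Noxa BH3 peptide and terbium anti-His antibody; 0% = Mcl-1 plus Noxa peptide wells and 100% = peptide-only wells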
Rac1 wt GTP bind – human Rac1 wildtype GTP binding, inhibitors and activators. P63000. GTP binding activity (% of control), % at 10 µM. GST-Rac1 beads, fluorescent GTP binding, flow cytometry; actives lie on both sides; 0 = cold GTP competed, 100 = untreated. AID 757. actives 0.27% (n = 190,000);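 active = GTP binding activity at least 20 points away from the 100% control level, either lower or higher; inconclusive = compound flagged as likely green fluorescent, judged across all proteins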
Pf gamet viab – inhibitors of late stage P. falciparum gametocyte viability. actives 0.065% (n = 150,000). inhibition, % at 10.9 µM. P. falciparum stage V gametocytes, ATP luminescence, 24 h;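 active = inhibition above the mean plus 3 SD of compounds within the control limits, set per campaign, cut at about 38% in these data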;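 also: 0% = DMSO wells and 100% = medium only without gametocytes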
Rab7 wt GTP bind – dog Rab7 wildtype GTP binding, inhibitors and activators; GST-Rab7 beads, fluorescent GTP binding, flow cytometry; actives lie on both sides; untreated = 100%, excess cold GTP = 0%; GTP binding activity (percent of control), % at 10 µM; actives 0.055% (n = 190,000);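 active = fluorescent GTP binding to Rab7 beads changed by at least 20 points from the 100% baseline, either direction, mostly lower; inconclusive = compound itself probably fluorescent, or too few beads counted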;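 also: median green fluorescence of bound Bodipy-FL-GTP per Rab7 bead population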
Rab2A wt mod – changes GTP binding to wildtype dog Rab2A, up or down. P61105. actives 0.19% (n = 190,000). GTP binding activity, % at 10 µM. AID 760. GST-Rab2 wt beads, Bodipy-GTP binding, flow cytometry;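 active = GTP binding activity at least 20 points away from 100%, either lowered or raised; inconclusive = signal likely due to the compound's own green fluorescence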;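 also: 0% = beads with excess unlabeled GTP and 100% = no-compound control corrected for plate trend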
* = called active by the depositor; ? = inconclusive; . = not tested or not shown.

#	Structure	ABCG2 block	Rac1 mut GTP	Avidin bead fluor	HRas wt GTP bind	ABCB1 inh	Cdc42 wt GTP	Mcl1-Noxa inh	Rac1 wt GTP bind	Pf gamet viab	Rab7 wt GTP bind	Rab2A wt mod
1	Cc1nnc(NC(=O)c2cccc(Br)c2)s1	6	102	15	102	0.7	110	3	114	12	98	100
2	COCCNc1nc2nonc2nc1N(C)Cc1ccc(C)cc1	3	99	6	96	1.8	98	1	101	3	94	95
3	Cc1ccc(NC(=O)Nc2sc(=S)n(C)c2C)cc1	-2	102	29	102	-0.9	104	54*	108	.	99	102
4	CCOCc1nnc(NC(=O)CCc2ccccc2)s1	1	104	10	103	0.0	103	-1	102	.	104	102
5	CCOc1ccc(CCNC(=O)CCS(=O)(=O)c2ccc(OC)cc2)cc1OCC	4	101	9	103	0.5	104	4	106	-45	100	98
6	CCN(CC)c1cc(C(F)(F)F)nc(-c2ccccn2)n1	4	99	22	100	0.5	97	33	103	-9	97	97
7	CCc1ccc(CNn2cnnc2SCC(=O)NC(C)(C)C)cc1	2	99	7	102	0.4	100	-7	103	-13	100	99
8	Cn1c(C2CCCCC2)nc2c1c(=O)[nH]c(=O)n2Cc1ccccc1	4	96	12	96	1.4	97	9	100	-10	98	98
9	Cc1cc(C)c2nc(NC(=O)c3cccc(S(=O)(=O)N4CCc5ccccc54)c3)sc2c1	0	101	17	98	0.1	97	6	100	3	98	98
10	Clc1ccc(-c2ccc(C=Nc3ccc(N4CCOCC4)cc3)o2)c(Cl)c1	5	95	14	92	0.1	94	38	91	.	92	93
11	CCOC(=O)C(C)Sc1ncc(OC)c(=O)[nH]1 (stereo not given)	1	103	4	106	0.3	108	3	109	1	104	105
12	COc1ccccc1CNn1c(-c2cccc(C)c2)nc2ccccc2c1=O	6	96	16	98	2.4	98	-3	99	-12	99	95
13	CCCCC(CC)C(=O)N1CCN(C(=O)c2ccco2)CC1 (stereo not given)	-1	98	21	100	0.3	100	2	103	-9	101	98
14	NC(=O)c1c(-c2ccc(Cl)cc2Cl)csc1NC(=O)Cc1ccccc1	11	101	18	99	1.4	103	13	105	2	96	99
15	COc1ccc(O)c(C(=O)CC(=O)c2ccc(F)cc2)c1	0	94	31	95	0.1	97	-9	96	.	94	94
16	COC(=O)c1ccc(NC(C)=O)o1	2	102	22	99	0.6	102	-6	105	4	97	99
17	O=C(/C(=C\c1ccccc1)c1nc2ccccc2[nH]1)c1ccc(Cl)cc1	9	98	22	96	0.0	97	10	105	0	97	99
18	O=C(Nc1ccc(Cl)c(S(=O)(=O)N2CCOCC2)c1)c1ccccn1	7	95	9	96	0.8	97	11	100	.	96	99
19	CN(C)C1NC(=O)c2cc(-c3ccccc3)sc2N1 (stereo not given)	39	97	18	100	1.9	97	16	100	3	101	99
20	CC(C)Cc1nc2sc3c(=O)n(N)cnc3c2c2c1COC(C)(C)C2	24	99	9	100	1.2	102	-5	104	-19	101	99
21	CS(=O)(=O)Nc1ccc(C2=NN(C(=O)C3CCCCC3)C(c3cccs3)C2)cc1 (stereo not given)	9	101	10	101	1.0	90	-4	107	.	98	99
22	O=C(CSc1nncs1)Nc1cc(-c2ccccc2)nn1-c1ccccc1	6	100	14	98	0.7	98	10	98	3	94	101
23	CCc1nc(Sc2nnnn2-c2ccccc2)c2c3c(sc2n1)CCCC3	4	98	10	99	0.2	96	0	99	-3	96	96
24	O=C(N/C(=C/c1ccco1)C(=O)N1CCOCC1)c1cccs1	1	?	12	?	0.1	?	9	?	-4	?	?
25	Cc1csc(SCCn2c(N3CCN(c4ccccc4)CC3)nc3c2c(=O)[nH]c(=O)n3C)n1	30	98	12	100	3.6	104	5	107	.	101	101
26	Cc1cc(C)n(CC(O)COCc2ccccc2)n1 (stereo not given)	1	96	22	98	0.2	101	-1	102	7	99	99
27	CC(=O)c1ccc(N2CCN(C(=O)/C=C/c3ccc(S(=O)(=O)N4CCOCC4)cc3)CC2)cc1	0	95	9	99	0.9	103	17	98	1	107	98
28	c1ccc(N2CCN(c3ncnc4sc5c(c34)CCC5)CC2)cc1	7	96	8	99	1.4	99	5	99	-10	102	98
29	Cn1c(NCCCO)nc2ccccc21	4	99	5	101	0.9	100	14	102	-1	100	100
30	O=C(Oc1ccc(N(Cc2cccs2)C2=NS(=O)(=O)c3ccccc32)cc1)c1ccccc1F	10	96	8	101	0.4	97	-25	103	9	101	97
31	Oc1ccccc1N=Cc1sc2ccccc2c1Cl	0	96	12	98	0.0	97	8	103	-6	99	97
32	CCOc1cc(C(=O)NCCOC)cc(OCC)c1OCC	7	98	23	106	1.2	106	16	104	.	107	107
33	COC(=O)c1cn(C(=O)c2ccc(Br)o2)c2ccccc12	3	101	7	100	0.4	104	-13	108	.	98	100
34	Cc1nc(N2CCCC2)c2nnn(Cc3ccccc3Cl)c2n1	6	101	10	104	0.8	107	2	112	-15	102	103
35	CC(C)c1ccc(O)c(NC(=S)NC(=O)CCc2ccccc2)c1	3	92	13	97	0.2	96	-7	97	-16	104	97
36	COc1cccc(C2=NN(S(C)(=O)=O)C(c3cccs3)C2)c1 (stereo not given)	2	93	8	97	0.6	99	1	97	0	96	99
37	COc1cc(/C=N/NC(=O)c2cccnc2)ccc1OCC(=O)Nc1ccc(C)cc1	-2	102	15	101	-0.3	99	-45	104	.	97	98
38	Cc1cc(C(F)(F)F)nn1CC(=O)N(C)c1ccccc1	6	100	9	102	-0.7	102	-1	108	-15	92	102
39	CCOC(=O)c1ccc(NC(=O)C(CC)(CC)C(=O)OCC)cc1	2	103	10	101	0.7	105	-10	110	-6	96	98
40	O=C(c1ccc(Cl)s1)N1CCOCC1	1	98	18	99	0.2	100	17	95	.	95	98
41	CC(C)(C)NC(=O)COc1ccc(CNCc2cccs2)cc1	0	101	9	105	0.1	106	13	105	.	104	105
42	Cc1nnc(NC(=O)C2CCN(S(=O)(=O)c3ccc(Cl)cc3)CC2)s1	0	94	10	98	0.2	101	-23	98	1	95	98
43	COC(=O)c1ccccc1NC(=O)Cn1c(=O)oc2ccc(Cl)cc21	-3	98	32	98	1.0	102	5	103	.	99	99
44	Cc1ccc(-n2ncc3c(=O)n(CC#N)cnc32)cc1C	6	97	6	98	0.4	96	2	98	.	98	99
45	Cc1cc(C)c(C#N)c(SCc2[nH]nc3c2C(c2ccc(F)cc2)C(C#N)=C(N)O3)n1 (stereo not given)	0	98	22	99	-0.5	100	3	100	1	103	97
46	CCOC(=O)c1nnn(-c2nonc2N)c1CN1CCCCCC1	1	100	10	102	0.2	102	-9	108	-6	107	102
47	CCOC(=O)c1cccc(-n2c(-c3ccc(OC)cc3)nc3nc4ccccc4nc32)c1	-3	96	124*	94	0.4	97	0	96	.	99	95
48	O=C(Nc1ccc(O)c(C(=O)O)c1)c1ccc2c(c1)C(=O)N(CC1CCCO1)C2=O (stereo not given)	-1	94	30	97	-0.3	96	20	91	.	95	94
49	CCOC(=O)c1c(-n2cccc2)sc2c1CCCC2=O	57	100	15	99	1.8	100	5	101	4	97	99
50	Cc1sc(NC(=O)CSc2nnc(COc3ccc(Cl)cc3)n2C)c(C#N)c1C	10	101	7	100	-0.1	102	-19	106	-32	100	101
51	Cn1cnnc1SCC(=O)NNC(=O)COc1ccc(Cl)cc1	1	95	7	99	-0.2	95	2	99	4	106	102
52	Cc1cc(OCCOCCN(C)CCO)cc(C)c1Cl	0	100	9	106	0.0	104	1	103	.	106	104
53	O=C(O)C1=C(C(=O)N2CCN(C(=O)c3ccco3)CC2)CCCC1	1	101	9	104	-0.2	105	13	107	.	98	101
54	c1ccc(-n2nc3c(ccc4cnnc43)[nH]2)cc1	-3	101	9	102	-6.6	103	-39	102	-4	96	101
55	Cc1cc(C)nc(Nc2nc(C)c3cc4c(cc3n2)OCO4)n1	1	?	17	?	0.3	?	4	?	10	?	?
56	CCN(CCCNC(=O)Cn1cc2c(n1)CCCC2)c1cccc(C)c1	2	99	8	100	0.2	103	25	103	.	101	101
57	COc1ccc(NC(=O)c2ccco2)cc1NC(=O)c1cc2ccccc2o1	2	96	20	96	0.9	99	10	100	.	100	94
58	CCOc1ccccc1C1NC(=O)NC(C)=C1C(=O)OC1CCCC1C (stereo not given)	1	94	19	95	0.4	94	-11	94	.	93	94
59	COc1ccccc1NC(=O)Oc1ccc(NC(=O)c2ccco2)cc1	8	101	4	102	0.5	103	21	104	14	98	101
60	O=c1c2ccccc2n2c(-c3cccc(F)c3)nnc2n1Cc1ccccc1	3	100	13	100	0.6	103	-10	101	14	99	102

Next part.
#	Structure	ABCG2 block	Rac1 mut GTP	Avidin bead fluor	HRas wt GTP bind	ABCB1 inh	Cdc42 wt GTP	Mcl1-Noxa inh	Rac1 wt GTP bind	Pf gamet viab	Rab7 wt GTP bind	Rab2A wt mod
61	O=C(Nc1ccc(C(=O)O)cc1)/C(=C\c1ccc([N+](=O)[O-])cc1)NC(=O)c1ccc(Br)cc1	5	95	7	98	1.7	97	-6	104	-2	95	97
62	CC(C)Oc1ccc(C(CC(=O)N(C)CCC#N)c2ccc(F)cc2)cc1 (stereo not given)	13	101	12	101	2.8	104	-9	105	-9	99	101
63	CCOC(=O)c1ccc(NC(=O)N2CCc3ccccc32)cc1	-2	94	7	94	-0.5	94	.	93	.	91	94
64	CCn1nnnc1SCC(=O)NCc1cccs1	-2	99	6	98	-2.3	94	-9	100	-14	99	97
65	CCn1c(SCc2ccccc2)nnc1C1CCN(S(=O)(=O)c2ccc(OC)cc2)CC1	4	102	26	101	1.4	103	15	103	15	99	101
66	COc1ccc(N(CC(=O)N2CCN(Cc3ccc4c(c3)OCO4)CC2)S(C)(=O)=O)cc1OC	2	99	29	98	0.6	102	2	102	.	99	98
67	O=C1C(=Cc2ccco2)C(=O)c2ccccc21	-3	93	12	97	-0.4	88	35	96	.	95	96
68	CCOC(=O)c1cnc2nc(C)[nH]n2c1=O	0	99	11	98	0.0	101	7	100	-14	98	98
69	CCNc1nc(NC(C)C)nc(SCCOC(=O)c2ccccc2)n1	5	99	11	100	-1.4	103	12	103	-11	100	99
